# CYP2C9 inh: inhibitors of human CYP2C9; inhibition, % at 5 µM; CYP2C9 Supersomes, luciferin-H conversion, luminescence; P11712; actives 20% (n = 96,000); AID 777;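 active = blocking of liver enzyme CYP2C9 beyond about 50% at 5 µM, limit read from the data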; also: values of inactives mirror those of a sister screen read the other way
# VCAM1 TNFa inh: reduces TNF alpha induced VCAM1 expression in HUVEC; inhibition, % at 2 µM; actives 0.48% (n = 95,000); AID 802; HUVEC TNFa-induced VCAM-1 immunofluorescence, high-content imaging;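 active = inhibition above the batch mean plus 3 SD, with images confirmed as a hit by eye, cut at about 37% in these data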;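 also: 0% = TNF-stimulated DMSO wells and 100% = unstimulated control wells; not every result past the cut was called active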
# CYP2C19 act: cytochrome P450 2C19 (human) activation. recombinant CYP2C19, luciferin-H EGE luminescence; hits give high values; 0 = fully inhibited enzyme, 1 = untreated enzyme. activation factor at 5 µM. 96,000 tested, under 10 active. AID 1025;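 active = activation factor of at least 2 at 5 µM in the primary screen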;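 also: 0 = wells with 2.5 mM tranylcypromine and 1 = vehicle-only wells; values of inactives mirror those of a sister screen read the other way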
# CYP2C9 activ: activators of human CYP2C9; P11712; recombinant CYP2C9, luciferin-H conversion, luminescence; hits give high values; factor 1 = untreated enzyme, 0 = blocked; activation factor at 5 µM; actives 1.4% (n = 96,000); AID 1024;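 active = activation factor of 2 or more for CYP2C9 at a 5 µM dose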;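 also: 0 = sulfaphenazole-blocked wells and 1 = vehicle-only wells; values of inactives mirror those of a sister screen read the other way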
# TNFa cytotox: toxic to HUVEC cells under TNF alpha stimulation | HUVEC TNFalpha-stimulated, Hoechst cell count, imaging | cell count reduction, % at 2 µM | actives 0.17% (n = 93,000) | AID 848;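 active = cell count reduction exceeding the screen mean by over 5 SD, scaled to untreated wells per plate, cut at about 78% in these data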;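 also: cells counted after 24 h of TNF alpha exposure following the 1 h pretreatment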
# CYP2C19 inhib: inhibitors of human CYP2C19. P33261. CYP2C19 Supersomes, luciferin-H EGE luminescence, 30 min. inhibition, % at 5 µM. actives 21% (n = 96,000). AID 778;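 active = CYP2C19 inhibition above a set limit at 5 µM in the primary screen, cut at about 50% in these data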;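 also: plate controls were negative control wells for no effect and 2.5 mM tranylcypromine positive control for full effect; values of inactives mirror those of a sister screen read the other way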
# HUVEC tox IL1B: toxic to HUVEC cells under IL-1B stimulation; AID 845; actives 0.41% (n = 94,000); cell count reduction, % at 2 µM; HUVEC cell count loss, Hoechst imaging, IL-1B stimulated;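 active = cell count reduction more than 3 SD above the screen-wide mean, cut at about 70% in these data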;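 also: normalized per plate to untreated control cells as the no-loss baseline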
# Calb biofilm kill: kills Candida albicans biofilms; inhibition, % at 6 µM; AID 834; C. albicans biofilm + clotrimazole, Alamar Blue; actives 0.14% (n = 85,000);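 active = inhibition above 20%; inactive = inhibition below 20%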;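 also: preformed 24 hr biofilms exposed to compound for 48 hr; 0% = biofilm without compound and 100% = blank killed by clotrimazole plus chlorhexidine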
# DAT uptake mod: changed human dopamine transporter uptake under cocaine IC80; AID 449768; actives 1.3% (n = 110,000); B-score at 10 µM; LLC-PK1 hDAT cells, [14C]-dopamine uptake with cocaine IC80; actives deviate in either direction;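 active = Z score or B-score, a plate-position-corrected score, falls beyond the plate's 99.7% confidence bounds, in either direction; inactive = both scores lie inside the 99.7% bounds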;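 also: scored against the spread of the other compound wells on the same plate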
# Target sequence (Q01959 whole entry, looked up): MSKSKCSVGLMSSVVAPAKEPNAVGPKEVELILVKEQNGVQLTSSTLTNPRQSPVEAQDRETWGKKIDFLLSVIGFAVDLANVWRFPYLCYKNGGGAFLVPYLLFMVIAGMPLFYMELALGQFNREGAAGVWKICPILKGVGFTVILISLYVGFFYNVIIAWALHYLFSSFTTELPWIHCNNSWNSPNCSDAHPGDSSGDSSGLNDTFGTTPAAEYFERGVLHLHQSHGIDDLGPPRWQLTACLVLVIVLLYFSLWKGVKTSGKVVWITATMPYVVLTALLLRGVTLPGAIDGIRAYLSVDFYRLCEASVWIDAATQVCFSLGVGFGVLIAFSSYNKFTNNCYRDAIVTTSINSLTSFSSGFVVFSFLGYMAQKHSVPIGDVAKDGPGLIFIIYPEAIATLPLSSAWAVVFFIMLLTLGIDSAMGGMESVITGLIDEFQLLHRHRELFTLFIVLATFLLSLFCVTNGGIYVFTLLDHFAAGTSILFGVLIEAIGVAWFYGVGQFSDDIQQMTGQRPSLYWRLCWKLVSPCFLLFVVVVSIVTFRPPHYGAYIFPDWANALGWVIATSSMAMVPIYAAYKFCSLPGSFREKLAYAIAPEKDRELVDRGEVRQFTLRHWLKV
# An asterisk follows results filed as active; nt = not tested or not shown.
SMILES,CYP2C9 inh,VCAM1 TNFa inh,CYP2C19 act,CYP2C9 activ,TNFa cytotox,CYP2C19 inhib,HUVEC tox IL1B,Calb biofilm kill,DAT uptake mod
Cc1ccc(-n2c(=O)cc(N3CCN(C(=O)c4ccco4)CC3)[nH]c2=O)cc1,-1,nt,1,1,nt,3,nt,4,0.51
CCOC(=O)C(=CNc1cccc(N)n1)C(=O)OCC,-4,2,1,1,-3,1,-2,nt,-0.69
O=C(NC1(C(=O)NC2CCCCC2)CCCCC1)c1ccccn1,-25,2,1,1.2,-7,0,-8,6,-0.045
c1ccc(N2CCN(c3nc4cc5c(cc4s3)OCO5)CC2)cc1,-9,-1,1,1.1,-25,1,-32,-1,0.57
Cc1csc(SCC(=O)Nc2cccc(S(=O)(=O)N3CCCC3)c2)n1,78*,14,0.2,0.2,-16,81*,-7,3,0.23
Cc1ccc(C=Nc2ccccc2C(N)=O)cc1,-3,-14,0.6,1,-19,38,nt,-1,0.19
CC(C)n1c(SCc2ccc(Cl)cc2)nc2c1c(=O)[nH]c(=O)n2C,50,-16,0.5,0.5,-15,50*,-22,8,-3.1*
CCCn1nnnc1SCC(=O)Nc1cccc(NC(=O)c2ccco2)c1,60*,9,0.2,0.4,-11,75*,-4,3,1.6
CCC/C(O)=C1\C(=O)CC(c2ccccc2)CC1=NC (stereo unspecified),-24,1,0.9,1.2,-18,7,-10,nt,1.6
Cc1c(C2CC(=O)N(c3ccccc3)C2=O)[nH]n(-c2ccccc2)c1=O (stereo unspecified),27,14,0.9,0.7,5,10,26,9,-1.6
CCC1Oc2ccc(Cl)cc2N(CC(=O)O)C1=O (stereo unspecified),0,7,1,1,13,-4,-20,nt,-0.38
C=CCNCCOCCOc1ccc(C)cc1[N+](=O)[O-],-3,-1,1,1,-4,0,-14,nt,-0.54
COCCOC(=O)C1=C(N)OC2=C(C(=O)CC(C)(C)C2)C1c1cccnc1 (stereo unspecified),16,3,0.7,0.8,20,27,23,-7,0.16
Cc1ccc(NC(=O)CSC2=C(C#N)C(c3ccco3)CC(=O)N2)cc1 (stereo unspecified),50,-7,0.2,0.5,-26,81*,-7,5,-0.55
Cc1ccc(C)c(NC(=O)CSc2nnc(-c3ccncc3)n2N)c1,92*,14,0.4,0.1,11,60*,-22,3,-0.29
Cc1cc(C)cc(N(CC(=O)N2CCn3c2nc2ccccc23)S(=O)(=O)c2c(C)noc2C)c1,48,4,0.8,0.5,-23,24,-10,11,0.15
CCCNS(=O)(=O)c1ccc(CCC(=O)N2CCN(c3ccc(OC)cc3)CC2)cc1,87*,8,0.2,0.1,-17,80*,-9,3,0.87
COC(=O)CC1SC(=O)NC1=Nc1ccccc1 (stereo unspecified),22,12,0.7,0.8,-22,30,9,nt,0.38
CC(C)(C)c1ccc(OCC(=O)NCc2ccco2)cc1,31,nt,0.8,0.7,nt,15,nt,-4,-0.98
N#CC1(Cc2ccc(Cl)cc2)c2ccccc2C=CN1C(=O)c1ccccc1 (stereo unspecified),93*,-6,0,0.1,-12,96*,-9,nt,-0.76
CCCCOc1ccccc1NC(=O)c1ccco1,0,0,0.5,1,22,52*,12,2,-0.94
COCCN1Cc2cccc(C(=O)N3CCN(c4ccccc4)CC3)c2C1=O,12,26,0.7,0.9,58,29,44,-1,0.41
CC(c1ccccc1)n1cc(C(=O)NCC2COc3ccccc3O2)nn1 (stereo unspecified),nt,-7,nt,nt,-29,nt,-9,-1,-1.5
COc1ccc(Cn2c(=O)sc3ccccc32)cc1,68*,17,0.5,0.3,-17,50*,10,8,-0.095
CCCSc1nc(C)cc(C)c1C(N)=O,-12,6,1.2,1.1,-23,-24,-18,4,-0.22

# Reprinted at random: three records from the list.
SMILES,CYP2C9 inh,VCAM1 TNFa inh,CYP2C19 act,CYP2C9 activ,TNFa cytotox,CYP2C19 inhib,HUVEC tox IL1B,Calb biofilm kill,DAT uptake mod
O=C(NC1(C(=O)NC2CCCCC2)CCCCC1)c1ccccn1,-25,2,1,1.2,-7,0,-8,6,-0.045
Cc1ccc(C=Nc2ccccc2C(N)=O)cc1,-3,-14,0.6,1,-19,38,nt,-1,0.19
Cc1ccc(-n2c(=O)cc(N3CCN(C(=O)c4ccco4)CC3)[nH]c2=O)cc1,-1,nt,1,1,nt,3,nt,4,0.51

# (next part)
SMILES,CYP2C9 inh,VCAM1 TNFa inh,CYP2C19 act,CYP2C9 activ,TNFa cytotox,CYP2C19 inhib,HUVEC tox IL1B,Calb biofilm kill,DAT uptake mod
Clc1cccc(NCc2nnc(SCc3ccccc3)o2)c1,83*,13,0.2,0.2,-16,82*,-8,4,-0.35
N#Cc1c(-c2ccccc2)c(-c2ccccc2)n(Cc2ccco2)c1NC(=O)c1cccs1,64*,6,0.5,0.4,-15,50,nt,nt,0.044
COc1ccccc1N1CCN(c2ncnc3nc[nH]c23)CC1,-23,nt,1,1.2,nt,2,nt,0,0.26
COC(=O)c1cc(=O)n(Cc2cccs2)c(=NCc2cccs2)s1,7,-4,0.9,0.9,-17,5,-6,nt,-0.5
c1ccc(-c2ccc(C3=Nn4c(nnc4-c4cc(-c5ccccc5)n[nH]4)SC3)cc2)cc1,4,-4,1.1,1,-5,-13,-4,5,-0.011
CCC(c1nnnn1C(C)(C)C)N(Cc1ccco1)Cc1cc2cccc(C)c2[nH]c1=O (stereo unspecified),38,9,0.6,0.6,11,42,-33,-1,0.46
O=C(Nc1ccc(F)cc1)N(Cc1ccco1)Cc1cc2cc3c(cc2[nH]c1=O)OCO3,-8,10,1,1.1,-2,-3,-45,5,-1.4
Cc1cc(C)n(-c2ccc(OCC(=O)O)nn2)n1,-6,-19,1,1.1,1,3,5,2,0.77
COC(=O)Nc1sc2c(c1C(=O)NCc1ccco1)CCC2,34,26,0.9,0.7,-7,10,-25,7,-1.3
Cc1ccc(CN2C(=O)CCC2C(=O)NC(C)C)cc1 (stereo unspecified),-7,-15,1,1.1,19,0,9,3,-1.6
N#Cc1cc(-c2ccc(Cl)cc2)cnc1Sc1ccc(F)cc1,30,nt,0.8,0.7,nt,18,nt,nt,0.85
Cc1ccc(/C=N/N2CCN(c3ccc(Cl)cc3)CC2)o1,1,16,0.7,1,-12,31,2,nt,-0.31
CC(=O)Nc1ccc(S(=O)(=O)NCc2csc(-c3cccnc3)n2)cc1,-3,10,1,1,-14,-4,-22,2,-0.65
O=C(O)C1CSC(CCc2ccccc2)N1 (stereo unspecified),-7,nt,0.9,1.1,nt,9,nt,3,-0.23
COc1cccc(Cn2c(Oc3cccc(C)c3)nc3c2c(=O)n(C)c(=O)n3C)c1,44,14,0.8,0.6,5,22,9,-1,0.66
CCOC(=O)CNC(=O)Nc1ccccc1C(=O)OC,-1,0,0.8,1,-11,23,-1,5,0.28
CCOC(=O)COc1cccc2c(=O)n(CC(=O)N3CCCc4ccccc43)ccc12,1,7,0.9,1,-12,8,10,13,0.14
O=c1cc(N2CCc3ccccc32)[nH]c(=O)n1Cc1ccc(F)cc1,14,15,0.9,0.9,-4,11,-30,0,0.93
Cc1ccc(OCC(=O)Nc2ccc(S(=O)(=O)N3CCN(C)CC3)cc2)cc1,nt,14,nt,nt,-16,nt,-20,7,-0.083
CCCCOc1ccc(Nc2nc(C)cc(C)c2C#N)cc1,nt,16,nt,nt,-6,nt,-16,-3,-0.032
CC(=O)NC12CC3CC(C)(C1)CC(NC(C)=O)(C3)C2,3,13,0.9,1,-20,12,-9,-4,0.15
Cc1cccc(S(=O)(=O)N(CC(=O)Nc2ccccc2C)Cc2ccco2)c1,53*,17,0.6,0.5,-10,43,10,39*,1.2
Cc1nc2cc(S(=O)(=O)C(F)(F)F)ccc2s1,2,nt,0.9,1,nt,11,nt,10,-0.33
CON(c1nc(N(C)C)nc(N(C)C)n1)S(=O)(=O)c1ccccc1Cl,17,0,0.5,0.8,1,49,-5,1,-0.35
CCS(=O)(=O)N1CCN(C(=O)c2cc(OC)cc(OC)c2)CC1,-9,nt,0.7,1.1,nt,31,7,4,1.2
# (more compounds)
SMILES,CYP2C9 inh,VCAM1 TNFa inh,CYP2C19 act,CYP2C9 activ,TNFa cytotox,CYP2C19 inhib,HUVEC tox IL1B,Calb biofilm kill,DAT uptake mod
CCN(CC)C(=O)C1=C(C)Nc2nc3ccccc3n2C1c1cccc(OC)c1 (stereo unspecified),28,4,0.7,0.7,-9,29,6,2,0.44
Cc1cc2n(n1)C(c1ccc3c(c1)OCO3)Nc1ccccc1-2 (stereo unspecified),70*,23,0.1,0.3,-29,88*,-11,5,-0.36
Cc1cccc(NC(=O)c2cc(Cl)nc3ccccc23)c1,5,-6,0.6,1,-11,41,-5,nt,nt
COc1cc(/C=N/NC(=O)COc2ccccc2C)ccc1OC(=O)c1cccs1,27,-15,0.8,0.7,0,22,-5,nt,-0.0077
O=C(NCc1cccnc1)c1noc2c1CCCC2,-8,nt,0.3,1.1,nt,67*,nt,-5,-0.024
CN(c1ccc(Cl)cc1)c1cc(=O)n(C)c2ccccc12,97*,3,0,0,17,100*,1,2,3.1*
Cc1cccc(NC(=O)Cc2cccs2)n1,-4,-16,0.9,1,-13,12,-85,6,-1.4
CCC1=NN(C(=O)CCc2ccccc2)C(O)(C(F)(F)F)C1 (stereo unspecified),48,13,0.3,0.5,55,67*,-5,nt,-0.83
COc1ccc(OC)c(NC(=O)CCCN2C(=O)C3C4C=CC(C4)C3C2=O)c1 (stereo unspecified),-28,-8,0.9,1.3,12,9,9,4,-1.1

# Ordered by length of the SMILES (low to high): some entries from above
SMILES,CYP2C9 inh,VCAM1 TNFa inh,CYP2C19 act,CYP2C9 activ,TNFa cytotox,CYP2C19 inhib,HUVEC tox IL1B,Calb biofilm kill,DAT uptake mod
Cc1cccc(NC(=O)Cc2cccs2)n1,-4,-16,0.9,1,-13,12,-85,6,-1.4
O=C(NCc1cccnc1)c1noc2c1CCCC2,-8,nt,0.3,1.1,nt,67*,nt,-5,-0.024
CN(c1ccc(Cl)cc1)c1cc(=O)n(C)c2ccccc12,97*,3,0,0,17,100*,1,2,3.1*

# Compound profiles, as listed above. Order of screens: CYP2C9 inh | VCAM1 TNFa inh | CYP2C19 act | CYP2C9 activ | TNFa cytotox | CYP2C19 inhib | HUVEC tox IL1B | Calb biofilm kill | DAT uptake mod
# `Cc1cc2n(n1)C(c1ccc3c(c1)OCO3)Nc1ccccc1-2` (stereo unspecified) in the list: 70* | 23 | 0.1 | 0.3 | -29 | 88* | -11 | 5 | -0.36
# `Cc1cccc(NC(=O)c2cc(Cl)nc3ccccc23)c1` in the list: 5 | -6 | 0.6 | 1 | -11 | 41 | -5 | nt | nt
# `COc1ccc(OC)c(NC(=O)CCCN2C(=O)C3C4C=CC(C4)C3C2=O)c1` (stereo unspecified) in the list: -28 | -8 | 0.9 | 1.3 | 12 | 9 | 9 | 4 | -1.1
# `Cc1cccc(NC(=O)Cc2cccs2)n1` in the list: -4 | -16 | 0.9 | 1 | -13 | 12 | -85 | 6 | -1.4

# Compound activity (PubChem)
